Screens: PubChem, The Scripps Research Institute Molecular Screening Center
MITF inh: blocks human microphthalmia-associated transcription factor; O75030; AID 1259374; inhibition, % at 2.6 µM; AlphaScreen MITF homodimerization, bead proximity signal; 650,000 compounds, 0.91% hits; in the data active = inhibition above about 50%;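 also: 0% = vehicle wells with protein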
TEAD-YAP block: TEAD-YAP interaction inhibition; 640,000 compounds, 1.4% hits; HEK-TIYL cells, TEAD-Gal4/YAP UAS-luciferase luminescence; inhibition, % at 9.12 µM; in the data active = inhibition above about 32%;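 also: 0% = median of test compound wells and 100% = reference inhibitor wells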
GPR151 ag: activates the human receptor GPR151; activation, % at 11.2 µM; Q8TDV0; 650,000 compounds, 1% hits; PathHunter beta-arrestin GPR151 cells, luminescence; in the data active = activation above about 4.9%;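 also: 0% = median of compound wells and 100% = cells with positive control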
Target sequence (Q8TDV0 whole entry, looked up): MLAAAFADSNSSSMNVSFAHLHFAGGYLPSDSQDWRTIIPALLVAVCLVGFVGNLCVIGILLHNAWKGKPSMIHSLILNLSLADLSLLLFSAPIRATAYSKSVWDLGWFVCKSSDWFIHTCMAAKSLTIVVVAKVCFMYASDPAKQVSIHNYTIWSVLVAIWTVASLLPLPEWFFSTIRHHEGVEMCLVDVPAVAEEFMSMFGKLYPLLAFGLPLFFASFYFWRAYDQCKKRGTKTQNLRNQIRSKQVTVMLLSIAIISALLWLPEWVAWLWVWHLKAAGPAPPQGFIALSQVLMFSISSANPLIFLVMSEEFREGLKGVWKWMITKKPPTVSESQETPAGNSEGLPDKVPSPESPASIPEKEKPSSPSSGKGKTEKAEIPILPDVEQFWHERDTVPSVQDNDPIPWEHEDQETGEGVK
FBW7 activator: human FBW7 E3 ligase activation, primary screen | 650,000 compounds, 0.13% hits | AID 1259310 | Q969H0 | AlphaScreen FBW7–phospho-cyclin E peptide binding, activator screen | normalized activity (activation), % at 26.1 µM; in the data active = normalized activity above about 1.9%;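 also: purified mutant Fbw7 with reduced substrate affinity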
Target sequence (Q969H0 whole entry, looked up): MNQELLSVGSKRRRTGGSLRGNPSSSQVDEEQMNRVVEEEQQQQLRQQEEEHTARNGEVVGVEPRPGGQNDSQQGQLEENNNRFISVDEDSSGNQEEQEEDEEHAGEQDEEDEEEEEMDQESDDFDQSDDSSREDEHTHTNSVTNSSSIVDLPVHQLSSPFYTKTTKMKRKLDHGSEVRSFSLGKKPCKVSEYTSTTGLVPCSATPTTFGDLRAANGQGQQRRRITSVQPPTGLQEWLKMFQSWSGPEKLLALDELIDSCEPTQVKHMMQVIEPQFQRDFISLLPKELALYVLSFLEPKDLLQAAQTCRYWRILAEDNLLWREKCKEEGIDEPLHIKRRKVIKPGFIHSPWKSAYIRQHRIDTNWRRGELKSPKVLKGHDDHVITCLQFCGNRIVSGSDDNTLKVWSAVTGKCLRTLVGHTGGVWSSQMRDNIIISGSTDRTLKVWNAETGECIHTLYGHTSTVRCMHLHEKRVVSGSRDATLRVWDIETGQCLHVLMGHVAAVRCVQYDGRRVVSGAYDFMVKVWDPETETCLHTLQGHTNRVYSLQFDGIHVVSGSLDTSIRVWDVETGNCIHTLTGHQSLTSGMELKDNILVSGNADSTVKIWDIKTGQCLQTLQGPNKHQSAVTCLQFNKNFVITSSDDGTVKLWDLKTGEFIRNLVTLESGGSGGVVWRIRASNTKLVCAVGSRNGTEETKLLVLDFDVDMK
Starred values were filed as active, the others as inactive; & = joins results of further samples.

Each structure is followed by: MITF inh, TEAD-YAP block, GPR151 ag, FBW7 activator
> CCCCNC(CC(=O)Nc1cc(C)ccc1C)C(=O)O (configuration not stated)
  14, 10, 0.7, 0.0
> Cc1cc(C)n2ncc(C(=O)N3CCCCC3)c2n1
  6, -4, 1.3, -0.1
> CC(=O)N(C)C1(C(=O)NC2CCCC2)CCCCC1
  13, -1, 0.1, 0.1
> COc1ccc(-c2cc(C(=O)NCCOc3ccccc3)ccn2)cn1
  6, 2, 0.4, 0.1
> C/C(=N\NC(=O)c1cccc(S(=O)(=O)N2CCCC2)c1)c1ccc2ccccc2c1O
  11, 11, -1.1, 0.0
> Nc1ccc(C(=O)OCc2nc3c(ccc4ccccc43)[nH]2)cc1
  24, -32, 2.1, 0.7
> CC1=CC2=NC(=O)/C(=C\c3ccc(OC(=O)c4ccccc4F)cc3)C(=N)N2O1
  -9, 9, 0.0, -0.4
> C#CCN1CCC(N2CCN(c3ccccc3)C(=O)C2)CCC1=O (configuration not stated)
  7, -4, 0.2, 0.0
> O=C1OC(c2ccccc2Cl)=N/C1=C\c1ccc(F)cc1
  -8, 2, 0.0, 0.2
> COCCn1c(Cc2cccn2C)nnc1SCC(=O)Nc1cccc(C)c1
  18, 8, -1.0, 0.7
> CC(C)c1ccccc1OCCOCC(O)CN1CCN(c2ccccn2)CC1 (configuration not stated)
  6, 7, 1.1, 0.0
> O=C(c1ccccc1Cl)n1cncc1-c1ccc([N+](=O)[O-])cc1
  -8, -23, -1.7, -0.1
> CCCCn1c(SCC(=O)N2CCOCC2)nnc1-c1cccs1
  6, -9, 0.3, 0.0
> N#Cc1ccc(-c2cccs2)[nH]c1=O
  0, 7, -0.3, -0.1
> O=C(CCN1C(=O)/C(=C\c2cccs2)SC1=S)Nc1nccs1
  -10, 6, -0.3, 0.1
> CCOC(=O)c1c(NC(=O)COc2c(C)cccc2C)sc2c1CCC(C)C2 (configuration not stated)
  -2, -8, -0.6, -0.1
> CC[C@H](C)C(=O)O[C@H]1CCC=C2C=C[C@H](C)C(CC[C@@H]3C[C@@H](O)CC(=O)O3)[C@H]21 (some centres not stated)
  -15&13&1&4, -3&-1&-5, -0.1&-0.8&1.8&0.6, 0.2&0.2&0.3&0.0
> CCc1cccc(C)c1NC(=O)CSc1nnnn1-c1ccc(C(N)=O)cc1
  8, 3, 1.3, 0.0
> Cc1ncc2c(c1CNC(=O)C1CCCO1)CCN(C(=O)c1ccsc1)C2 (configuration not stated)
  3, -1, -0.4, -0.1
> CCN(CC)c1ccc(/C=C2/C(=O)NC(=S)N(Cc3ccco3)C2=O)cc1
  75*, 3, 0.1, -0.3
> COc1ccc(/C=C(\NC(=O)c2ccccc2)C(=O)NCCCN(C)C)cc1
  -5, -3, -0.2, 0.0
> COc1ccc(/C=C(\NC(=O)c2ccccc2)C(=O)Nc2ccc(Cl)cc2)cc1OC
  -3, 12, 1.5, -0.3
> COc1ccccc1CN=c1c([N+](=O)[O-])nn(-c2ccc(Cl)cc2)n1O
  16, -13, 0.0, -0.6
> CN(Cc1ccccc1)C(=O)Cc1c(C(=O)O)[nH]c2ccc(Cl)cc12
  7, 5, -0.4, 0.0
> COc1cc(C)ccc1OCCCOc1ccc(C=O)cc1
  -9, -37, -1.5, 0.1
> COc1ccc(NC(=S)N/N=C(\C)c2ccc3c(c2)OCCO3)cc1OC
  -7, -10, -1.7, -0.1
> CC(=O)Cn1c(=O)c2c(nc3n(-c4cccc(C)c4)c(C)c(C)n23)n(C)c1=O
  7, -2, 1.7, -0.1
> CCN(CC)C(=O)CNc1ccc(C(F)(F)F)cc1[N+](=O)[O-]
  3, 2, 1.4, -0.1
> N#Cc1ccccc1OCC(=O)c1ccc(OC(F)F)cc1
  -1, -30, 0.8, 0.4
> N#Cc1ccc(NC(=O)c2nn3c(c2Cl)NC(c2ccccc2)CC3C(F)(F)F)cc1 (configuration not stated)
  -2, -2, 0.3, -0.1
> CC(O)CNC(=O)/C(=C\c1ccc(-c2cccnc2Cl)o1)NC(=O)c1ccccc1 (configuration not stated)
  -5, 6, 0.4, 0.0
> Cc1cccc(CN2CCC(N3CCC(C(=O)NCCC4=CCCCC4)CC3)CC2)n1
  18, 16, -0.7, 0.2
> Cc1ccc(N(CC(=O)N2CCN(Cc3ccc4c(c3)OCO4)CC2)S(C)(=O)=O)cc1
  -8, -6, -0.4, 0.3
> CC(C(=O)Nc1cccc(Cl)c1)(C(F)(F)F)C(F)(F)F
  -1, -6, -0.4, -0.1
> Cc1ccc2[nH]c(C)c(CN(C)Cc3ccccc3)c(=O)c2c1
  7, -1, -0.7, -0.3
> COc1ccc(S(=O)(=O)N2CCN(C(=O)c3cccc([N+](=O)[O-])c3)CC2)cc1
  -6, -3, 2.4, -0.1
> CCc1c(C#N)c(N)nc(SCC(=O)c2ccc(Cl)c(Cl)c2)c1C#N
  2, -10, -0.6, 0.0
> COc1cc(/C=C\C(=O)Nc2c3c(nn2-c2cccc(C)c2C)CSC3)cc(OC)c1OC
  7, -2, -0.6, -0.2
> CC1=C(C)/C(=N\OC(=O)Nc2ccc(Cl)cc2)C=CC1=O
  -4, -59, -0.3, -0.1
> Cc1ccc(/C=C2\C(=O)NC(=O)N(c3ccc(C(=O)O)cc3)C2=O)s1
  0, -2, 1.2, -0.2
> Cc1cc(C(=O)Nc2ccon2)ccc1[N+](=O)[O-]
  13, -14, -1.7, 0.0
> Cc1cc2c(o1)c1cnn(CC(=O)NCc3nc4ccccc4n3C)c(=O)c1n2C(C)C
  10, -15, 1.6, 0.1
> CC/C(C)=N/Nc1ccc([N+](=O)[O-])cc1S(=O)(=O)Nc1ccccc1Cl
  -8, -4, 1.9, 0.0
> CC(C)OCCCNC(=O)C1CCN(C(=O)c2cc3sccc3n2C)CC1
  20, 1, -1.7, 0.9
> COc1ccc(OCC2c3cc(OC)c(OC)cc3CCN2C(=O)c2ccc(OC)c(OC)c2)cc1 (configuration not stated)
  -1, -14, -2.2, 0.8
> Cn1c(=O)c2c(nc(SCc3c(F)cccc3Cl)n2Cc2ccc(Cl)cc2)n(C)c1=O
  -4, -7, 0.8, -0.1
> Cc1ccc(NC(=O)OCC(F)(F)C(F)F)cc1NC(=O)OCC(F)(F)C(F)F
  -2, 4, 0.4, 0.1
> CCOC(=O)N1CCN(C(=O)c2cnc3sccn3c2=O)CC1
  -10, 1, 0.5, -0.2
> COc1ccc(S(=O)(=O)N(C2CC2)C2CCN(Cc3ccccc3)CC2)cc1
  16, 4, 0.3, 0.2
> N#C/C(=C\c1ccc(-c2ccc(S(N)(=O)=O)cc2)o1)C(N)=O
  4, -6, -0.6, -0.1
> NS(=O)(=O)c1ccc(N/N=C/c2ccc(OC(=O)c3cccnc3)cc2)cc1
  7, -9, 1.7, 0.0
> CSc1cccc(NC(=O)COc2ccc(S(=O)(=O)NC3CCCCC3)cc2)c1
  -1, -4, 5.3*, -0.4
> Cc1cc(C)c(Cc2c(C)nc3c(C(=O)NCc4ccc(F)cc4)cnn3c2C)c(C)c1
  4, 9, 0.8, -0.2
> O=C(O)c1cc(-c2ccccc2)n(-c2ccccc2)n1
  3, 22, 0.2, 0.0
> Clc1ccccc1N1CCN(c2ncnc3nc[nH]c23)CC1
  8, -6, 0.3, 0.3
> O=C(Cc1cn(-c2ccc(N3CCOCC3)nn2)c2ccccc12)Nc1ccc(N2CCOCC2)cc1
  -1, -35, -1.4, -0.1
> CCC(=O)N1c2ccccc2NC2=C(C(=O)CC(C)(C)C2)C1c1ccccn1 (configuration not stated)
  19, 0, -1.0, 0.1
> CCN(CC)c1nc2nonc2nc1Nc1ccccc1F
  -2, 24, 3.5, -0.3
> O=[N+]([O-])c1ccc(Nc2nc(-c3cccs3)cs2)cc1
  16, -45, -0.5, 0.9
> Cc1nc2sccn2c1C(=O)NCc1cc(Cl)cc(Cl)c1
  10, 3, 0.4, -0.2

(further entries)
Each structure is followed by: MITF inh, TEAD-YAP block, GPR151 ag, FBW7 activator
> CCOC(=O)CCCN1C(=O)/C(=C/c2cccs2)SC1=S
  1, -4, 0.9, -0.1
> NC(=O)N/N=C(\CCCCC(=O)O)c1ccc(CC(=O)O)s1
  -4, 6, -0.6, 0.5
> Cc1cccc2c(N3CCCC3)nc(CNS(=O)(=O)c3ccccc3F)nc12
  8, 2, 1.0, 0.8
> Cn1cnnc1SCC(=O)Nc1nnc(-c2ccc(Cl)cc2)s1
  -8, -6, 1.5, -0.1
> COc1cc(Nc2nc(-c3cccc(C(C)=O)c3)nc3c2ncn3CCN2CCCC2=O)cc(OC)c1OC
  0, 11, 3.1, 0.0
> O=[N+]([O-])c1ccc(Cl)c(N=Cc2nc(-c3cccc4ccccc34)oc2O)c1
  -12, 0, 0.0, 0.0
> COc1ccc(CC2(CCC(=O)NC3CCc4ccccc43)CCC(=O)N2)cc1OC (configuration not stated)
  10, -8, -1.0, 0.1
> Cc1ccccc1OCc1nn2c(-c3ccc(F)cc3)nnc2s1
  -3, -4, 3.3, 0.3
> CCc1ccc(/C=C(/C#N)c2nc(-c3ccc(C)cc3)cs2)cc1
  23, 3, 0.5, 0.2
> Cc1cc(C)c(-n2nnnc2SCC(=O)N2CCCCC2)c(C)c1
  -10, 17, 0.5, 0.0
> O=C1CCc2cc(S(=O)(=O)NC(Cc3ccccc3)C(=O)N3CCOCC3)ccc2N1 (configuration not stated)
  5, -5, -1.3, 0.1
> COc1ccc(C(=O)Nc2ncc3c(n2)CC(c2ccc(OC)cc2)CC3=O)cc1 (configuration not stated)
  -26, 9, 0.8, 0.0
> O=C(O)CCCN1C(=O)C(=O)/C(=C(\O)c2ccccc2)C1c1ccc(Br)cc1 (configuration not stated)
  9, 1, 0.3, -0.1
> O=C(CN1C(=O)c2ccccc2C1=O)Nc1ccc(F)cc1Cl
  11, 5, -1.3, 1.1
> COc1ccc(CN2CC(C)CC(C)C2)cc1OC (configuration not stated)
  -15, 1, 0.3, 0.7
> Cc1ccc(-c2cccc3cnc(NC4CCC(O)CC4)nc23)cn1 (configuration not stated)
  28, 30, -2.6, 0.9
> CCOc1ccccc1OCCOCCOc1cccc(OC)c1
  -8, 7, 1.5, 0.3
> CCc1c(C)nc2ncnn2c1NCc1ccc(OC)cc1
  -3, 12, 0.8, -0.1
> CCOCCCNC(=O)CN1CCN(Cc2ccc(F)cc2Cl)C1=O
  1, -2, -0.5, 0.2
> CCOc1ccc(-c2ccc(OCCNC(=O)c3ccc(OC)cc3)nn2)cc1
  1, -10, -1.6, 0.1

Structural class: those above containing a CF3 group (3)
Each structure is followed by: MITF inh, TEAD-YAP block, GPR151 ag, FBW7 activator
> CCN(CC)C(=O)CNc1ccc(C(F)(F)F)cc1[N+](=O)[O-]
  3, 2, 1.4, -0.1
> N#Cc1ccc(NC(=O)c2nn3c(c2Cl)NC(c2ccccc2)CC3C(F)(F)F)cc1 (configuration not stated)
  -2, -2, 0.3, -0.1
> CC(C(=O)Nc1cccc(Cl)c1)(C(F)(F)F)C(F)(F)F
  -1, -6, -0.4, -0.1

Continuation.
Each structure is followed by: MITF inh, TEAD-YAP block, GPR151 ag, FBW7 activator
> COC(=O)c1cc(S(=O)(=O)NCc2cc(F)cc3c2OCOC3)oc1C
  -15, 0, -0.2, 0.0
> COC(=O)c1ccccc1NS(=O)(=O)Cc1ccccc1
  5, 6, -0.2, 0.2
> C=CCSc1nnc2c(n1)OC(C)(C)Nc1ccc(Br)cc1-2
  3, 1, -0.2, -0.2
> O=C(Nc1cccc(Cl)c1)c1cc(Br)cc(Br)c1O
  15, -3, 0.6, 0.1
> CC(C)(C)c1ccc(/C=N\NC(=O)CN2CCN(Cc3ccccc3)CC2)cc1
  14, 4, 0.2, 0.1
> COc1cc(C(=O)CCl)c(O)cc1Br
  7, -15, -1.2, 0.2
> O=C1C2C3C=CC(C3)C2C(=O)N1CNc1ccccn1 (configuration not stated)
  2, -2, 0.2, 0.2
> O=C1OC(c2cccc3ccccc23)=N/C1=C/c1ccccc1[N+](=O)[O-]
  -2, -3, -0.9, 0.0
> O=C(OCC(=O)c1c[nH]c2ccccc12)c1ccc(-n2cnnn2)cc1
  -8, 4, -0.3, -0.2
> CCCCC(=O)Nc1c2c(nn1C(C)(C)C)CSC2
  -5, -7, 0.3, 0.0
> CC(C)[C@H](NC(=O)c1ccccc1)C(=O)OCC(=O)Nc1ccc(Cl)cc1
  -4, 5, 0.6, 0.0
> COc1cc(/C=C2/SC(=O)NC2=O)cc(Cl)c1O
  26, -5, 1.3, 0.2
> O=C(COC(=O)c1ccccn1)Nc1ccc(F)c([N+](=O)[O-])c1
  -1, 0, 3.8, -0.8
> COC(=O)Cc1c(C)nc2nc(NCc3ccc(OC)c(OC)c3)[nH]n2c1=O
  1, 10, -0.7, 0.3
> COCCCNc1nc2nonc2nc1N1CCCN(C2CCCCC2)CC1
  -12, -13, 0.0, 0.0
> O=C1C=C(Cl)C2=CC(Cl)=C3C(=O)C=C(Cl)C4=CC(Cl)=C1C2C43 (configuration not stated)
  21, -1, -0.1, 0.1
> Cc1ccccc1NC(=O)c1c(NC(=O)c2cccc(Br)c2)sc2c1CCCC2
  14, -10, -0.4, 0.1
> Cc1nn(C)cc1CN(C)C(Cc1ccccc1)C1CCN(Cc2cccnc2)CC1 (configuration not stated)
  7, 0, -0.2, 0.1
> C[C@@H]1CN(C(=O)C2CC23CCN(Cc2cccc(Cl)c2)CC3)C[C@H](C)O1 (some centres not stated)
  21, -9, -0.7, 0.2
> COc1cccc(NS(=O)(=O)c2ccc3[nH]c(=O)ccc3c2)c1
  5, 1, 0.0, 0.1
> Cc1ccc(C)c(-c2[nH]ncc2CN2CCN(Cc3ccsc3)C(CCO)C2)c1 (configuration not stated)
  1, -1, 1.1, 0.3
> CCn1c(-c2ccccc2)c[nH]c1=S
  -18, 10, -0.4, 0.0
